Screening data (PubChem)
ER stress surv: protection against thapsigargin ER stress killing – CSM14.1 cells, ATP luminescence, primary screen; CSM14.1 thapsigargin ER stress survival; relative survival (cellular ATP), % at 15 µg/mL (by protocol); 0.33% of 48,000 active; AID 1010, 2008;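 active = survival measured by cellular ATP above 50% at 15 µg/ml in the first screen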;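 also: cell death triggered by about 15 µM thapsigargin; ATP read 24 h after thapsigargin was added; plate controls were thapsigargin with DMSO for no effect and DMSO without thapsigargin for full effect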
Active calls of the source: *.

SMILES | ER stress surv
C=CCN1C(=O)NC(=O)C(=Cc2cccn2C)C1=O | -2
O=C(Cc1ccccc1)N1CCN(Cc2ccco2)CC1 | 1
O=[N+]([O-])c1ccccc1CNCCc1ccc(F)cc1 | -10
CC(C)OC1N/C(=N\[N+](=O)[O-])N(C)C1OC(C)C (stereo unspecified) | 7
O=C(Nc1ccc(Cl)cc1C(=O)c1ccccc1)c1ccc(S(=O)(=O)N2CCCCC2)cc1 | 1
O=[N+]([O-])c1ccc(NCCCN2CCOCC2)c2cccnc12 | 1
CCc1nc2ccccc2c(=O)n1-c1ccc2ccccc2c1 | 12
Cc1ccc(-n2c(-c3ccccn3)nc3ccccc3c2=O)cc1 | 1
CC(=O)c1ccc(OC(NC(=O)c2cccc(C)c2)C(Cl)(Cl)Cl)cc1 (stereo unspecified) | -1
CCN1CCN(C(=O)COc2ccc(C34CC5CC(CC(C5)C3)C4)cc2)CC1 | -7
COc1cc(/C=C2\C(=O)NC(=O)N(c3ccc(Br)cc3)C2=O)ccc1O | 1
COc1ccc(-n2c(/C=C/c3ccco3)nc3ccccc3c2=O)cc1 | 16
CCC1(C)CC(CCNCc2ccc(OC)c(OC)c2)(c2ccc(C)cc2)CCO1 (stereo unspecified) | -44
CCOc1ccc(N2C(=O)CC(=O)NC2=S)cc1 | -4
CCCCC1(c2ccccc2)C(=O)NC(=O)NC1=O | 13
Cc1nc2cc([N+](=O)[O-])ccc2c(=O)n1-c1ccc(Cl)cc1 | -3
CCCCOC(=O)COc1cc(C)cc2oc(=O)c3c(c12)CCC3 | 7
O=C1NC(=S)NC(=O)C1CCCC=C(Cl)Cl | 19
Cc1c(C)[n+](=O)c2cc(N3CCN(C)CC3)c(Cl)cc2n1[O-] | 6
CCC(CC)C1C(C#N)=C(N)Oc2c1c(=O)oc1ccccc21 (stereo unspecified) | 13
CN(CN1C(=O)C(=O)c2cc([N+](=O)[O-])ccc21)[N+](=O)[O-] | -4
O=C1NC(=S)NC(=O)C1=Cc1ccc(-c2ccc(C(=O)O)cc2)o1 | 9
CCc1ccc(CNCCc2c[nH]c3ccccc23)cc1 | -2
CCOC(=O)C(P(=O)(OCC)OCC)P(=S)(c1ccccc1)c1ccccc1 (stereo unspecified) | 3
COc1ccc(CCNCc2ccccc2C(F)(F)F)cc1 | -4
COc1ccc(-n2c(-c3ccncc3)nc3ccccc3c2=O)cc1 | 0
Cn1c(O)c(C=NCCN2CCN(C(=O)c3ccccc3)CC2)c(=O)n(C)c1=O | 11
CN1C(=O)C(=Cc2cn(Cc3ccc(F)cc3)c3ccccc23)C(=O)N(C)C1=O | 3
COc1ccc(CCNCc2cccnc2)cc1 | 6
O=C1NC(=S)NC(=O)C1=Cc1cccc(OS(=O)(=O)c2ccc3ccccc3c2)c1 | -2
COc1ccc(N2C(=O)NC(=O)/C(=C/c3ccc(-c4cccc(Cl)c4)o3)C2=O)cc1 | -1
N#Cc1c(/N=C/c2c[nH]c3ccccc23)sc2c1CCCC2 | 0
O=C1c2ccccc2NC(c2ccccc2F)N1c1ccccc1 (stereo unspecified) | 5
O=C(COc1ccc2ccccc2c1)N1CCN(Cc2ccccc2C(F)(F)F)CC1 | 10
COc1ccc(Br)cc1CN1CCN(C(=O)COc2ccccc2)CC1 | 13
CN(C)c1ccc(/C=C2\CC3C4CC=C5CC(O)CCC5(C)C4CCC3(C)C2=O)cc1 (stereo unspecified) | 6
O=C(Cc1ccccc1)N1CCN(Cc2ccccc2)CC1 | 4
COc1ccc(OCC(=O)Nc2ccc(Br)cc2C(=O)c2ccccc2)cc1 | 3
COc1ccc(/C=C2\CC3C4CC=C5CC(O)CCC5(C)C4CCC3(C)C2=O)cc1 (stereo unspecified) | 4
CC(=O)c1ccc(N2CCN(C)CC2)c(F)c1 | 1
O=C1Nc2ccccc2/C1=C/c1nc2ccc(I)cc2c(=O)n1-c1ccccc1 | 8
C=CCN1C(=O)/C(=C\c2ccc(-c3cccc(Cl)c3Cl)o2)C(=O)NC1=S | 17
CCCCCn1c(=O)c(C(=O)Nc2ccc(OC)cc2)c(O)c2ccccc21 | 16
Cc1c(Cl)c([N+](=O)[O-])nn1CC(=O)Nc1ccc(Cl)cc1C(=O)c1ccccc1 | 3
CCC1(CC)C(=O)NC(=O)N(C(=O)c2ccccc2Br)C1=O | 11
COc1cccc(-n2c(/C=C/c3ccc4c(c3)OCO4)nc3ccccc3c2=O)c1 | -2
O=c1c2ccccc2nc(-c2ccccc2)n1-c1ccccc1Br | 4
O=C1c2ccccc2C(=O)N1Cc1nc2ccccc2c(=O)n1-c1ccncc1 | 8
Cc1ccc(C(=O)N2CCN(/C(N)=N/[N+](=O)[O-])CC2)cc1[N+](=O)[O-] | 6
Oc1ccc(Br)cc1CN1CCN(Cc2ccc(Cl)cc2)CC1 | -9
CC(C)(C)C(=O)CC(O)(c1ccccc1)C(Cl)(Cl)Cl (stereo unspecified) | 6
COc1cc(/C=C2/C(=O)NC(=O)N(c3ccccc3)C2=O)cc(Cl)c1O | -2
CN1C(=O)NC(=O)/C(=C/c2ccc(-c3cccc(C(=O)O)c3)o2)C1=O | 11
COc1ccc2[nH]cc(CCN)c2c1 | 1
CCOC(=O)CCOCC#CCN(CC)CC | 14
CC(C)c1ccc(N2C(=O)CC(=O)NC2=S)cc1 | 1
COc1cc(C=C2C(=O)N(C)C(=O)N(C)C2=O)ccc1OCCOc1ccccc1 | 1
CN(C)c1ccc(/C=C/c2nc3ccc(I)cc3c(=O)n2-c2ccccc2)cc1 | 15
CCN1CCN(c2ccc([N+](=O)[O-])cc2)CC1 | -1
Clc1ccc(CCNCc2ccc3c(c2)OCO3)c(Cl)c1 | -16

Going on with the list.
SMILES | ER stress surv
N#C/C(=C\c1ccccc1)C(=O)Nc1ccc([N+](=O)[O-])cc1C(=O)c1ccccc1 | 1
CC(C)(C)c1ccc(OCCOc2cccc(C=C3C(=O)NC(=S)NC3=O)c2)cc1 | 0
O=C1NC(=S)NC(=O)C1=Cc1ccc(-c2cc(Cl)c([N+](=O)[O-])cc2Cl)o1 | 15
COc1ccc(C=C(C#N)C#N)cc1OC | 18
CC(Cc1ccccc1)NC(=O)Cc1ccc(N)cc1 (stereo unspecified) | 20
COC(=O)c1[nH]cnc1C(=O)Nc1ccc(Br)cc1C(=O)c1ccccc1 | 1
O=[N+]([O-])c1ccc(N2CCNCC2)cc1NCCc1ccccc1 | -3
CCc1cc(C)cc(OCCOc2ccccc2C=C2C(=O)NC(=S)NC2=O)c1 | 1
CN1C(=O)NC(=O)/C(=C\c2ccc(Br)s2)C1=O | 3
CCOC(=O)c1c(NC(=O)C23CC4CC(CC(C4)C2)C3)sc2c1CCCC2 | 6
Cc1cccc(OP(=O)(Oc2ccccc2)Oc2cccc(C)c2)c1 | 6
COc1ccccc1-n1c(C=C2C(=O)Nc3ccccc32)nc2ccccc2c1=O | 7
O=[N+]([O-])c1ccc(CN2CCN(Cc3cccc(Br)c3)CC2)cc1 | 6
Cc1ccc(-c2nc3ccccc3c(=O)n2-c2ncccc2C)cc1 | -2
CC(C)COP(C)(=S)/C(C#N)=C(\OC(=O)c1ccccc1)c1ccccc1 (stereo unspecified) | 4
CN(C)c1ccc(/C=C/c2nc3ccccc3c(=O)n2-c2ccccn2)cc1 | 1
Cc1ccc(-n2c(-c3ccco3)nc3ccccc3c2=O)c(C)c1 | 1
CN1C(=O)NC(=O)/C(=C\c2ccc([N+](=O)[O-])o2)C1=O | 1
O=[N+]([O-])c1ccc(CNCCc2cccc(F)c2)cc1 | -8
O=C(COc1ccccc1[N+](=O)[O-])Nc1ccc(Cl)cc1C(=O)c1ccccc1 | 12
COc1ccc(-c2ccc(C=C3C(=O)NC(=S)NC3=O)o2)c([N+](=O)[O-])c1 | 16
COC(=O)C(c1ccccc1)N1CCCCCC1 (stereo unspecified) | -6
O=C(O)c1cn(Cc2ccccc2)c2ccccc12 | 7
CCC1(c2ccccc2)C(=O)NC(=O)N(C(=O)c2cccc(F)c2)C1=O (stereo unspecified) | 17
COc1ccccc1N1C(=O)NC(=O)/C(=C\c2ccc(O)cc2)C1=O | 1
O=C(COc1ccc(Cl)cc1)N1CCN(Cc2ccccc2)CC1 | -1
CCc1nc2ccccc2c(=O)n1-c1cccc(O)c1 | 15
O=[N+]([O-])c1cccc(CN2CCN(Cc3cccc(Br)c3)CC2)c1 | 7
COc1ccc(N2C(=O)/C(=C/c3ccc(-c4cc(C(=O)O)ccc4Cl)o3)C(=O)NC2=S)cc1 | 8
CCCCn1c(N)c(C(=O)OCC)c2nc3ccccc3nc21 | 0
COc1ccc(CN2CCN(Cc3ccccc3Br)CC2)cc1 | 0
O=C(CN1CCCCC1)NCC(=O)Nc1ccc(Br)cc1C(=O)c1ccccc1 | -3
O=C1NC(=S)N(c2cccc(Cl)c2)C(=O)/C1=C/c1ccc(Cl)cc1 | 2
CCc1ccc(N2C(=O)NC(=O)/C(=C/C=C/c3ccco3)C2=O)cc1 | 4
COc1ccc(N2C(=O)CC(=O)NC2=S)cc1 | 4
Cc1ccc(C(=O)C(C)(C)NO)cc1 | -2
CCCC(=O)c1ccc(N2CCN(C)CC2)c(F)c1 | -4
CC(=O)Oc1ccccc1C(=O)Oc1ccc2c(c1)c(C(C)=O)c(C)n2Cc1ccccc1 | 7
CN(C)c1ccc(/C=C2\C(=O)NC(=S)N(c3cccc4ccccc34)C2=O)cc1 | 8
COc1ccc(CCNC2CCCCC2OC)cc1 (stereo unspecified) | 2
Cc1ccccc1N1C(=O)/C(=C/c2ccc(OCc3cccc(C(=O)O)c3)cc2)C(=O)NC1=S | 4
CSc1nc2ccccc2c(=O)n1-c1cccc(C)c1 | 5
Cc1ccc(C(=O)Nc2ccc(N/C(N)=N/[N+](=O)[O-])cc2)cc1 | -4
CN1C(=O)C(=Cc2ccc(C(=O)O)cc2)C(=O)N(C)C1=O | 7
O=C(COc1ccccc1)N1CCN(Cc2ccc([N+](=O)[O-])cc2)CC1 | -2
O=c1c2ccccc2nc(-c2ccccn2)n1-c1ccc(Cl)cc1 | 4
COc1cc(/C=C2\C(=O)NC(=O)N(c3ccccc3)C2=O)c([N+](=O)[O-])cc1OC | 0
CN1C(=O)NC(=O)/C(=C\c2cc3c(cc2Cl)OCO3)C1=O | 0
O=[N+]([O-])c1ccc(CNCCc2ccc(Cl)cc2)cc1 | -8
COc1ccccc1N1CCN(C(=O)C(O)(c2ccccc2)c2ccccc2)CC1 | -1
CCCCCn1c(=O)c(C(=O)Nc2cccc(C)c2)c(O)c2ccccc21 | 6
Cc1nc2ccccc2c(=O)n1-c1cccnc1 | -1
COC1CCCCC1NCCc1ccc(Cl)cc1Cl (stereo unspecified) | -16
O=C(COc1ccc2ccccc2c1)N1CCN(Cc2ccc(Br)cc2)CC1 | 4
O=[N+]([O-])c1ccc(N2CCCCCC2)c(F)c1Br | -3
CCCCCC1(C)NCCN2C(=O)CSC21 (stereo unspecified) | -3
O=C1CC(=O)N(c2ccc(Cl)cc2)C(=O)N1 | 3
CCC(=O)c1ccc(N2CCNCC2)c(F)c1 | -3
CCC1(CC)C(=O)N(C)C(=O)N(C)C1=O | -3
Cc1ccccc1NC1=NCC(C)S1 (stereo unspecified) | 4

Molecules above containing four or more nitrogen atoms (12):
SMILES | ER stress surv
CC(C)OC1N/C(=N\[N+](=O)[O-])N(C)C1OC(C)C (stereo unspecified) | 7
O=[N+]([O-])c1ccc(NCCCN2CCOCC2)c2cccnc12 | 1
Cc1c(C)[n+](=O)c2cc(N3CCN(C)CC3)c(Cl)cc2n1[O-] | 6
CN(CN1C(=O)C(=O)c2cc([N+](=O)[O-])ccc21)[N+](=O)[O-] | -4
Cn1c(O)c(C=NCCN2CCN(C(=O)c3ccccc3)CC2)c(=O)n(C)c1=O | 11
Cc1c(Cl)c([N+](=O)[O-])nn1CC(=O)Nc1ccc(Cl)cc1C(=O)c1ccccc1 | 3
O=C1c2ccccc2C(=O)N1Cc1nc2ccccc2c(=O)n1-c1ccncc1 | 8
Cc1ccc(C(=O)N2CCN(/C(N)=N/[N+](=O)[O-])CC2)cc1[N+](=O)[O-] | 6
O=[N+]([O-])c1ccc(N2CCNCC2)cc1NCCc1ccccc1 | -3
CN(C)c1ccc(/C=C/c2nc3ccccc3c(=O)n2-c2ccccn2)cc1 | 1
CCCCn1c(N)c(C(=O)OCC)c2nc3ccccc3nc21 | 0
Cc1ccc(C(=O)Nc2ccc(N/C(N)=N/[N+](=O)[O-])cc2)cc1 | -4

Next part:
SMILES | ER stress surv
Cc1ccc(NC(=O)C(Cl)(Cl)Cl)cc1Cl | 3
COc1ccccc1CN1CCNCC1 | 12
CCOP(=S)(OCC)SCn1c(=O)oc2cc(Cl)ccc21 | 1
O=Cc1cn(Cc2ccccc2F)c2ccccc12 | 7
N/C(=N\[N+](=O)[O-])N/N=C\c1ccc(-c2ccc([N+](=O)[O-])cc2)o1 | 2
C[C@@H]1CC[C@@]2(NC1)OC1C[C@H]3C4CC=C5CC(O)CCC5(C)C4CCC3(C)C1[C@@H]2C (stereo partly specified) | -4
COc1ccccc1CCNCc1ccccc1Cl | -6
Cc1ccc(C2c3c(c4ccccc4oc3=O)Oc3c2c(=O)oc2ccccc32)cc1 | 4
C=CCSc1nc2ccccc2c(=O)n1-c1cccc(C)c1 | 14
CC(=O)OC1(c2ccccc2)CC(C)CN(C(C)(C)C)C1 (stereo unspecified) | 12
CC(C)C12CN3CCN(CC(C3)C1O)C2 (stereo unspecified) | -4
Cc1cc(OCC(=O)C(C)(C)C)c2c3c(c(=O)oc2c1)CCC3 | -1
Cc1ccc(/C=C2/C(=O)NC(=O)N(c3ccc(C(C)C)cc3)C2=O)o1 | 13
COc1ccc(OC)c(-n2c(O)c(C=C3C=Nc4ccccc43)c(=O)[nH]c2=O)c1 | -1
Cc1ccccc1-n1c(/C=C/c2ccco2)nc2ccccc2c1=O | 10
COc1ccccc1CCNCc1ccc(Cl)cc1 | -11
O=[N+]([O-])c1cc2c(cc1CNCCc1ccc(Cl)cc1Cl)OCO2 | -14
CCc1ccc(N2C(=O)/C(=C/c3ccc(OCC(=O)O)c(Br)c3)C(=O)NC2=S)cc1 | 7
CC(=O)n1cc(C2C(=O)NC(=O)NC2=O)c2ccccc21 | 4
Cc1cc(O)c2c3c(c(=O)oc2c1)CCCC3 | 5
Cc1ccc(S(=O)(=O)Oc2ccccc2C=C2C(=O)NC(=O)NC2=O)cc1 | 4

An excerpt; count on the stated rates, not on these rows.
